Screening results (PubChem)
RGS4 inh: blocks human RGS4-accelerated GTP hydrolysis. Transcreener GDP fluorescence polarization, RGS4-accelerated GTP hydrolysis. Potency, µM (series often up to 114 µM), inactives show at the highest dose activity change, negative = inhibition, most hits filed as inhibitors. 0.039% of 390,000 active; note: % is set by controls: 0 for no effect and ±100 for the full control effect; nearly all actives have a fitted effect of over 75% in size; some results filed as inactive show a strong effect at the top dose
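MLSMR compounds (23 nl, pin-transferred) preincubated 10 min at room temperature with a 500nM (2x) first reagent, then RGS4 at 900nM (2x) plus Transcreener GDP mix added; fluorescence polarization (620/688 nm) read before and after 90 min at 30 °C.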
12-LOX inh: ALOX12 (human) lipoxygenase inhibition; P18054; purified 12hLO, xylenol orange hydroperoxide absorbance; Potency, µM (highest dose often 108 µM), without a hit: at the highest dose activity change, negative = inhibition, hits mostly inhibitors; 1.1% of 580,000 active; AID 1671190; note: % is set by controls: 0 for no effect and ±100 for the full control effect
Target sequence (P18054 whole entry, looked up): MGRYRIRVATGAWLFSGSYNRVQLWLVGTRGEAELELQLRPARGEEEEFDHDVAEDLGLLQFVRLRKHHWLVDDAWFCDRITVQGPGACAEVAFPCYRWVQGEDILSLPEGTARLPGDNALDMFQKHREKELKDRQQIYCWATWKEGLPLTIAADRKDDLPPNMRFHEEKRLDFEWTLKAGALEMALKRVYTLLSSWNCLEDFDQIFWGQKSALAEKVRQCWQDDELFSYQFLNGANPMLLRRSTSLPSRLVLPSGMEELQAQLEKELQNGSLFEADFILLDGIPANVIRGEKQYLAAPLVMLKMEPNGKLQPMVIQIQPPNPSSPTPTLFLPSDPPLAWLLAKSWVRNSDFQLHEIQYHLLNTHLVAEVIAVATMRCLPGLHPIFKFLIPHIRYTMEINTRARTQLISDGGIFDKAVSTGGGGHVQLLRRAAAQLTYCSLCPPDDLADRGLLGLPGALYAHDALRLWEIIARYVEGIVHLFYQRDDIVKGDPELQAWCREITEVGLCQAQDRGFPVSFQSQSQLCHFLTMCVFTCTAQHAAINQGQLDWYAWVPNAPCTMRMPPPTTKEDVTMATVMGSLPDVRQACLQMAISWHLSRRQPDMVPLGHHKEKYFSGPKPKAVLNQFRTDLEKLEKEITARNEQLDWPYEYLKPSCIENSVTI
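Purified human 12hLO (150 nM final) in 25 mM Hepes, 0.01% Triton X-100, pH 7.0 was preincubated 15 min at room temperature with compound. Then 40 uM arachidonic acid was added, 30 min. Hydroperoxide was read by Fe-XO absorbance ratio 573/405 nm.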
Tb PGK inh: T. brucei PGK inhibition. PGK/GAPDH coupled, Kinase-Glo luminescence, 60 min. AID 602233. P07378. Potency, µM (highest dose often 57.5 µM), for inactives: at the top dose activity change, negative = inhibition, usual class: inhibitors. 0.043% of 380,000 active; note: % is set by controls: 0 for no effect and ±100 for the full control effect; nearly all actives have a fitted effect of over 60% in size
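Luminescent ATP detection (Kinase-Glo Plus) follows a 60-minute room-temperature incubation, with wells lacking PGK as controls. Buffer: 100 mM TEA (pH 7.6), 5 mM MgCl2, 0.01% Tween-20. Coupling enzyme GAPDH (100 nM final) supplies unstable 1,3-BPG in-well.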
GLS inh: blocks human kidney-isoform glutaminase activity; O94925; GLS enzymatic activity, qHTS titration; Potency, µM (highest dose often 45.5 µM), for inactives: top-dose activity change, negative = inhibition, usual class: inhibitors; 0.21% of 410,000 active; AID 624170; note: % is set by controls: 0 for no effect and ±100 for the full control effect
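Two-point fluorescence kinetic (t0, 30 min RT) for hKGA; glutamate detected via glutamate oxidase–HRP–Amplex Red. Substrate: 1 mM L-glutamine solution; buffer 45 mM KH2PO4, pH 8.2.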
rTrxR1 inhibitor: inhibitors of rat thioredoxin reductase 1; 1% of 390,000 active; Potency, µM (doses to about 114 µM), inactives show top-dose activity change, negative = inhibition, actives largely listed as inhibitors; O89049; recombinant rTrxR1, NADPH fluorescence consumption, selenite substrate; note: % is set by controls: 0 for no effect and ±100 for the full control effect; nearly all actives have a fitted effect of over 65% in size
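Rat TrxR1 (90 nM in the dispensed reagent) was pre-reduced with 400 uM NADPH for 5 min at room temperature, then incubated with compound for 15 min. After 400 uM selenite was added, NADPH fluorescence (Ex 340/Em 450 nm) was followed for 8 min.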
HP1b chromo inh: blocks HP1-beta chromodomain binding to methylated histone tails | AlphaScreen HP1-beta / biotin-H3K9me3 peptide binding | Potency, µM (doses to about 114 µM), inactives show at the highest dose activity change, negative = inhibition, hits mostly inhibitors | P83916 | 0.56% of 390,000 active; note: nearly all actives have a fitted effect of over 70% in size; inactives centre near 23
Target sequence (P83916 whole entry, looked up): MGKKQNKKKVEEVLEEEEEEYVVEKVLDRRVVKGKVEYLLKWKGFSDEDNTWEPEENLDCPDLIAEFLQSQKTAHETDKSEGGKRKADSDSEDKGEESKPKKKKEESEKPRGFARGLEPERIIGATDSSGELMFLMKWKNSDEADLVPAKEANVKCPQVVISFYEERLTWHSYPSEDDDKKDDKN
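AlphaScreen: HP1-beta (50 nM) preformed 30 min with biotin-H3(1-18)K9me3 peptide (50 nM) in PBS pH 7.4, 0.01% Tween-20. Compound added for 30 min at RT, then streptavidin donor/nickel chelate acceptor beads (10 ug/mL) for 30 min.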
ERG-DNA inh: blocks human ERG Ets domain binding to DNA; Potency, µM (top dose mostly 76.9 µM), for inactives: at the highest dose FP activity, negative = inhibition, usual class: inhibitors; AID 624246; P11308; 0.028% of 370,000 active; fluorescence polarization, His-ERG Ets domain / labelled DNA; active = well fitted inhibition curve with a large enough effect in the polarisation, with a control signal flat; inconclusive = small, poorly fitted or top-dose-only effect, or effect the other way, or a change in a side signal; inactive = no such curve, though single readings can be large or run the other way; the % refers to the polarisation;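 note: polarization taken with two DNA probes labelled with fluorescein and Texas red; % of control where 0% means no effect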
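His-tagged ERG Ets domain (1 uM in the protein solution; 300mM KCl, 50mM Tris-HCl, 1mM EDTA, 1mM DTT, pH 7.5) received compound, then a probe mix of 5 nM fluorescein-DNA and 100nM Texas-615-DNA. Fluorescence polarization was read for both dyes.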
JMJD2A Tudor: blocks the human JMJD2A Tudor domain | Potency, µM (doses to about 114 µM), without a hit: at the highest dose activity change, negative = inhibition, usual class: inhibitors | O75164 | AlphaScreen JMJD2A-Tudor / H3K4me3 peptide binding | AID 504339 | 4.4% of 390,000 active; note: % is set by controls: 0 for no effect and ±100 for the full control effect; nearly all actives have a fitted effect of over 50% in size
Pin1 inh: inhibitors of human Pin1; AID 504891; 0.009% of 390,000 active; Pin1 FP peptide displacement, HiFluor488, 10 min; Q13526; Potency, µM (titrated, usually from 115 µM), without a hit: at the highest dose activity, negative = inhibition, actives largely listed as inhibitors; active = well fitted inhibition curve with a large enough effect in the polarisation, with a control signal flat, not every such curve was filed as active; inconclusive = small, poorly fitted or top-dose-only effect, or effect the other way, or a change in a side signal; inactive = no such curve, though single readings can be large or run the other way; the % refers to the polarisation; note: % is set by controls: 0 for no effect and ±100 for the full control effect
Target sequence (Q13526 whole entry, looked up): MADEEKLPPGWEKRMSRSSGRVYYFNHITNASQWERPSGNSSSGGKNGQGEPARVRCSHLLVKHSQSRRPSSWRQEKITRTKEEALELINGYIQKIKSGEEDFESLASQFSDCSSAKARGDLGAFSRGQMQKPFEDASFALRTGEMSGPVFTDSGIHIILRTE
An asterisk follows results filed as active; [ ] = remark or other dose. Unless noted, calls come from the whole dose curve; as a rule, active = well fitted curve in the direction sought with a large enough effect; inconclusive = small, poorly fitted or top-dose-only effect, or another doubt; inactive = no such curve, though single readings can be large; an effect the other way counts as inactive or inconclusive. Potency is the fitted concentration of half-maximal effect. Not all compounds are listed. The share of hits here may be higher or lower than overall.

`O=C1CCCN1c1ccc(S(=O)(=O)N2CCN(c3ccccc3)CC2)cc1` gave RGS4 inh 8.4%, 12-LOX inh -5.8%, Tb PGK inh inactive, GLS inh -5.5%, rTrxR1 inhibitor 23.4%[57.1 µM], HP1b chromo inh 47.6%[activator], ERG-DNA inh 3.2%, JMJD2A Tudor -2.3%[11.4 µM] and Pin1 inh 0.5%.
For CC1(O)N(Cc2ccccc2)C(=O)OC12CCCCC2 (stereo unspecified) the results were RGS4 inh 0.6%, 12-LOX inh 2.5%, Tb PGK inh -3.3%, GLS inh -1.9%, rTrxR1 inhibitor 9.8%, HP1b chromo inh 11.8%, ERG-DNA inh -5.2%, JMJD2A Tudor 7.7% and Pin1 inh -0.9%.
COc1ccc(-c2noc(CCCC(=O)N3CCOCC3)n2)cc1 was read as RGS4 inh -4.1%, 12-LOX inh -13.9%, Tb PGK inh -2.7%, GLS inh -11.8%, rTrxR1 inhibitor 19.8%, HP1b chromo inh inconclusive, ERG-DNA inh 2.7%, JMJD2A Tudor -2.1% and Pin1 inh -7.9%.
Screening C[C@H]1CN=C(Nc2ccccc2)N1CCC1CCCCC1 returned RGS4 inh -0.8%, 12-LOX inh 3.1%, Tb PGK inh -2.2%, GLS inh -4.2%, rTrxR1 inhibitor 6.2%, HP1b chromo inh 62.0%[activator], ERG-DNA inh -2.2%, JMJD2A Tudor -1.4% and Pin1 inh -6.1%.
Screening C=C(C)Cn1c(NCCC)nc2c1c(=O)n(C)c(=O)n2C returned RGS4 inh 14.9%, 12-LOX inh -3.4%, Tb PGK inh -5.4%, GLS inh 6.7%, rTrxR1 inhibitor 5.4%, HP1b chromo inh 24.3%, ERG-DNA inh -15.3%, JMJD2A Tudor -20.0% and Pin1 inh -12.9%.
`CC(=O)Oc1ccc(C(=O)[C@H]2[C@H]3C(=O)N(c4cccc5ccccc45)C(=O)[C@H]3[C@@H]3C=CC=NN32)cc1` gave RGS4 inh inconclusive, 12-LOX inh -16.3%, Tb PGK inh inactive, GLS inh 3.5%, rTrxR1 inhibitor inconclusive, HP1b chromo inh -20.3%, ERG-DNA inh 16.0%, JMJD2A Tudor inconclusive and Pin1 inh 8.3%.
For CCC(=O)Nc1c(-c2ccccc2)c(=O)c2ccccc2n1C the results were RGS4 inh -13.9%, 12-LOX inh 187.0%[activator], Tb PGK inh -3.0%, GLS inh -3.7%, rTrxR1 inhibitor 27.2%[57.1 µM], HP1b chromo inh -7.6%, ERG-DNA inh 9.8%, JMJD2A Tudor -8.7% and Pin1 inh -2.4%.
Screening CC(=O)C1[C@H](N(C)C)CC2C3CC=C4CC(O)CC[C@]4(C)C3CC[C@@]21C (stereo partly specified) returned RGS4 inh -9.3%, 12-LOX inh 1.9%, Tb PGK inh 7.1%, GLS inh -0.3%, rTrxR1 inhibitor 14.0%, HP1b chromo inh 42.8%[activator], ERG-DNA inh 0.3%, JMJD2A Tudor -4.1% and Pin1 inh 1.4%.
For CCOc1ccccc1NC(=O)CN(c1ccc(C)cc1)S(=O)(=O)c1c(C)noc1C the results were RGS4 inh 4.5%[11.4 µM], 12-LOX inh 0.0%, Tb PGK inh inactive, GLS inh -19.2%, rTrxR1 inhibitor 4.7%, HP1b chromo inh 31.3%, ERG-DNA inh 7.0%, JMJD2A Tudor -13.7%[11.4 µM] and Pin1 inh 7.5%.
`CCC1CCCCN1C(=O)CSc1nc(N)c(NC(=O)c2ccc(OC)c(OC)c2)c(=O)[nH]1` (stereo unspecified) gave RGS4 inh -28.5%, 12-LOX inh 2.2%[57.4 µM], Tb PGK inh inactive, GLS inh -11.6%, rTrxR1 inhibitor 7.0%[57.1 µM], HP1b chromo inh 31.0%, ERG-DNA inh 7.5%, JMJD2A Tudor -13.9% and Pin1 inh -8.3%.
`CCN(C(=O)CSc1nc(-c2cccs2)nc2ccccc12)C1CCS(=O)(=O)C1` (stereo unspecified) gave RGS4 inh -17.2%, 12-LOX inh -3.7%, Tb PGK inh -4.8%, GLS inh -19.2%, rTrxR1 inhibitor 10.3%, HP1b chromo inh 11.7%, ERG-DNA inh 2.6%, JMJD2A Tudor -19.2% and Pin1 inh 14.9%.
COC(=O)c1ccccc1NC(=O)c1cc(-c2ccccc2O)no1 was read as RGS4 inh 7.5%, 12-LOX inh inconclusive, Tb PGK inh 0.2%, GLS inh -1.3%, rTrxR1 inhibitor -11.7%, HP1b chromo inh 38.4%, ERG-DNA inh 4.7%, JMJD2A Tudor -21.7% and Pin1 inh 8.6%.
COc1cccc(CNC(=O)c2[nH]c3cc(C)ccc3c2Sc2ccccc2)c1 was read as RGS4 inh 14.9%, 12-LOX inh -24.3%, Tb PGK inh -4.4%, GLS inh -3.1%, rTrxR1 inhibitor 8.8%, HP1b chromo inh 3.7%, ERG-DNA inh 1.8%, JMJD2A Tudor inconclusive and Pin1 inh 2.1%.
For O=C(/C=C/c1ccccc1[N+](=O)[O-])OC1CCCCC1=O (stereo unspecified) the results were RGS4 inh -4.6%, 12-LOX inh -6.4%, Tb PGK inh -7.7%, GLS inh -0.7%, rTrxR1 inhibitor 14.8%, HP1b chromo inh 40.8%[activator], ERG-DNA inh -2.0%, JMJD2A Tudor 2.7% and Pin1 inh -4.4%.
For O=C(CC1CCCC1)N1CCCC(Nc2ccc(F)cc2)C1 (stereo unspecified) the results were RGS4 inh -6.7%, 12-LOX inh inactive, Tb PGK inh -3.9%, GLS inh 15.4%, rTrxR1 inhibitor 9.7%, HP1b chromo inh 13.1%, ERG-DNA inh 5.5%, JMJD2A Tudor -13.2% and Pin1 inh 2.5%.
Screening Cc1ccc(Oc2c(CO)c(-c3ccccc3)nn2C)cc1 returned RGS4 inh 4.8%, 12-LOX inh -5.2%, Tb PGK inh -10.7%, GLS inh -0.5%, rTrxR1 inhibitor 14.3%, HP1b chromo inh 13.8%, ERG-DNA inh 1.3%, JMJD2A Tudor -0.7% and Pin1 inh 0.6%.
CCN(C(=S)Nc1cccc(C)c1)c1ccccc1 was read as RGS4 inh 12.5%, 12-LOX inh -22.9%, Tb PGK inh -18.7%, GLS inh 14.7%, rTrxR1 inhibitor -9.0%, HP1b chromo inh 16.9%, ERG-DNA inh 8.3%, JMJD2A Tudor -9.7% and Pin1 inh -12.9%.
For CCCCN1C(=O)c2ccccc2C1C(=O)NC1CCCC1 (stereo unspecified) the results were RGS4 inh 5.0%, 12-LOX inh -10.0%, Tb PGK inh -5.2%, GLS inh -12.5%, rTrxR1 inhibitor 22.1%, HP1b chromo inh 2.9%, ERG-DNA inh -6.5%, JMJD2A Tudor -4.4% and Pin1 inh -7.0%.
For CCN(CC)CCCNC(=O)c1oc2c(c1C)-c1nn(Cc3ccc(Cl)cc3)cc1CC2 the results were RGS4 inh 18.1%, 12-LOX inh inconclusive, Tb PGK inh 6.7%, GLS inh -6.7%, rTrxR1 inhibitor 7.4%, HP1b chromo inh 7.0%, ERG-DNA inh 4.5%, JMJD2A Tudor -31.2% and Pin1 inh -7.9%.
CCOC(=O)c1cc2c(=O)n3ccccc3nc2n(CC(C)C)c1=NC(=O)c1ccco1 was read as RGS4 inh -3.8%, 12-LOX inh 12.8%, Tb PGK inh 5.0%, GLS inh -7.3%, rTrxR1 inhibitor -11.2%, HP1b chromo inh 29.5%, ERG-DNA inh -4.9%, JMJD2A Tudor 3.8% and Pin1 inh 7.4%.
Screening CCCCN1CC(COc2ccccc2)OC1=O (stereo unspecified) returned RGS4 inh -11.7%, 12-LOX inh 1.6%, Tb PGK inh -2.5%, GLS inh -4.4%, rTrxR1 inhibitor 9.0%, HP1b chromo inh 5.6%, JMJD2A Tudor 3.9% and Pin1 inh -0.7%.
`Cc1nn(-c2ccccc2)c(C)c1/C=N/NC(=O)CSc1nnc(-c2ccccc2)n1-c1ccc(Cl)cc1` gave RGS4 inh -6.2%, 12-LOX inh -2.7%, Tb PGK inh -3.4%, GLS inh -2.9%, rTrxR1 inhibitor 18.3%, HP1b chromo inh 13.6%, ERG-DNA inh 8.2%, JMJD2A Tudor inconclusive and Pin1 inh 6.4%.
`CCc1cc(C(=O)N2CCCC(C(=O)c3cccc(OC(C)C)c3)C2)n(C)n1` (stereo unspecified) gave RGS4 inh 11.4%, 12-LOX inh 0.0%, Tb PGK inh 11.5%, GLS inh -0.1%, rTrxR1 inhibitor 1.3%[57.1 µM], HP1b chromo inh 25.8%, ERG-DNA inh -5.0%, JMJD2A Tudor 2.1% and Pin1 inh -11.1%.
CCc1ccc(C(=O)c2cn(CC(=O)Nc3ccc4c(c3)OCCO4)c3ccc(C)cc3c2=O)cc1 was read as RGS4 inh -2.9%, 12-LOX inh -0.8%, Tb PGK inh 4.2%, GLS inh 16.7%, rTrxR1 inhibitor -10.8%, HP1b chromo inh 22.3%, ERG-DNA inh -3.2%, JMJD2A Tudor -14.6% and Pin1 inh 4.6%.
CCCSc1ccc([C@@H]2[C@@H]3C(=O)N(C)C(=O)[C@@H]3[C@]3(C(=O)OC)CCCN23)cc1OC was read as RGS4 inh -34.6%, Tb PGK inh 5.9%, GLS inh 16.5%, rTrxR1 inhibitor -23.8%[57.1 µM], HP1b chromo inh 24.2%, ERG-DNA inh 0.9%, JMJD2A Tudor -27.3% and Pin1 inh 14.5%.
`CC(=NNC(=O)c1ccc(NS(=O)(=O)c2cccs2)cc1)c1ccc(OCC(N)=O)cc1` gave RGS4 inh -2.8%, 12-LOX inh inconclusive, Tb PGK inh 0.6%, GLS inh 11.1%, rTrxR1 inhibitor -22.1%, HP1b chromo inh 28.9%, ERG-DNA inh -7.9%, JMJD2A Tudor -7.9% and Pin1 inh 3.4%.
